RPL19A TOR yeast – yeast TOR pathway RPL19A-GFP modulation. S. cerevisiae RPL19A-GFP strain, flow cytometry, 3 h; active compounds read low. percent response vs DMSO, % at 10 µM. 330,000 tested, 0.3% active. AID 2025;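 active = percent response vs DMSO below 50%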;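 note: median channel GFP fluorescence of the barcoded RPL19A-GFP strain; ratio of sample median GFP to plate DMSO average so 100% = DMSO; lower means less RPL19A-GFP as with rapamycin TOR inhibition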
MEP2-GFP yeast – alters MEP2-GFP fluorescence in TOR pathway yeast screen. S. cerevisiae MEP2-GFP strain, flow cytometry GFP, 3 h; 100% = DMSO control level. 330,000 tested, 0.51% active. AID 2016. GFP response vs DMSO, % at 10 µM;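 active = GFP response versus DMSO above a set limit, roughly screen mean plus 3 SD, cut at about 180% in these data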;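 note: median GFP fluorescence of the barcode-gated MEP2-GFP cells per well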
CIT2-GFP yeast – modulators of TOR pathway CIT2-GFP in S. cerevisiae; S. cerevisiae CIT2-GFP strain, flow cytometry, 3 h; 100 means same as DMSO wells; GFP response vs DMSO, % at 10 µM; 320,000 tested, 0.065% active;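 active = GFP response relative to DMSO above a set limit, near the screen mean plus 3 SD, cut at about 150% in these data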;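 note: ratio of well median GFP fluorescence to mean of DMSO wells on the plate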
procasp7 counter – counter-screen: procaspase-7 (human) activation | recombinant procaspase-7, Ac-DEVD-pNA absorbance 405 nm; D23A/D198A/D206A triple mutant, cannot self-cleave; scale: DMSO 0, 5 µM enzyme 100 | activation, % at 8.5 µM | 330,000 tested, 0.093% active | AID 463210;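 active = percent activation above the screen-wide mean plus 3 SD, cut at about 25% in these data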
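Assay system: Uncleavable procaspase-7 mutant enzyme | Input: 2 µM procaspase-7 mutant as dispensed | Timing: 1 h compound preincubation, 2 h substrate cleavage, 25 °C | Repeats: One well per compound | Control set: DMSO wells as 0%, DMSO with 5 µM added PC-7 as 100% | Technique: Epi-absorbance of released pNA at 405 nm, two timepoints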
LAP4 TOR yeast – alters LAP4-GFP fluorescence in TOR pathway yeast screen. S. cerevisiae LAP4-GFP multiplex, flow cytometry GFP, 3 h; median GFP as percent of DMSO wells. GFP response vs DMSO, % at 10 µM. 320,000 tested, 0.34% active. AID 2023;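 active = GFP response vs DMSO above a set limit, about the screen mean plus 3 SD, cut at about 150% in these data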
AHR act – activates the human aryl hydrocarbon receptor; activation, % at 5 µM; 320,000 tested, 2.5% active; AHR-responsive luciferase reporter cells, luminescence; AID 2796; in the data active = activation above about 47%;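 note: 0% = vehicle wells and 100% = reference agonist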
Target sequence (P35869 whole entry, looked up): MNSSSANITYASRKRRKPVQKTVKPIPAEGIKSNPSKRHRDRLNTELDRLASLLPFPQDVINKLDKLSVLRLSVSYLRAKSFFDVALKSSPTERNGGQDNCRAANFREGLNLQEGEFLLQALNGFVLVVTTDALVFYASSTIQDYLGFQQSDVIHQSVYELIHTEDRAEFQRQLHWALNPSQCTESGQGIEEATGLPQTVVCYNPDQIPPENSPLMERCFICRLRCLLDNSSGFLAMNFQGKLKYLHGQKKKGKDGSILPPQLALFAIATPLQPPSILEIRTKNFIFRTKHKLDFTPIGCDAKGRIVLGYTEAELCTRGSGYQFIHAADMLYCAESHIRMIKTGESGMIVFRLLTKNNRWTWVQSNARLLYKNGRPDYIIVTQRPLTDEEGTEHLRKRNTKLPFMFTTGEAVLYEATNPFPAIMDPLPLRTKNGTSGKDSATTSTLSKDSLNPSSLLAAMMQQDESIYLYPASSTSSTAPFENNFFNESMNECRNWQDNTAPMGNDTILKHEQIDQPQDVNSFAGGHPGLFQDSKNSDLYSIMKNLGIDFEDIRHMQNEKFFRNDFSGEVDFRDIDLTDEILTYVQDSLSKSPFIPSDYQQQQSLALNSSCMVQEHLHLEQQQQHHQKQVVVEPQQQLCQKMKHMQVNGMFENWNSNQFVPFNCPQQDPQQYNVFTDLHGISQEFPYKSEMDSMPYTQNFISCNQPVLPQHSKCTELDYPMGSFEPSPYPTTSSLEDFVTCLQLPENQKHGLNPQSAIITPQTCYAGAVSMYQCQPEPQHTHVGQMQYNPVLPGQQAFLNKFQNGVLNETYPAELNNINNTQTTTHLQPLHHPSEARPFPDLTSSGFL
AGP1 TOR yeast – yeast TOR pathway AGP1-GFP modulation. S. cerevisiae AGP1-GFP multiplex flow cytometry, 3 h; GFP as percent of DMSO wells. GFP response vs DMSO, % at 10 µM. 320,000 tested, 0.02% active. AID 2066;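 active = GFP response relative to DMSO above a set limit, near screen average plus 3 SD, cut at about 150% in these data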;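 note: median GFP channel fluorescence of the gated AGP1 strain per well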
proCasp3 act – activators of human procaspase-3 | P42574 | recombinant procaspase-3 D3A, Ac-DEVD-pNA absorbance 405 nm | activation, % at 8.5 µM | 330,000 tested, 0.11% active | AID 463141;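 active = activation above the mean of all tested compounds plus 3 SD, cut at about 21% in these data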;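 note: 0% = DMSO alone and 100% = DMSO wells spiked with extra 5 µM PC-3 D3A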
Target sequence (P42574 whole entry D9A/D28A/D175A): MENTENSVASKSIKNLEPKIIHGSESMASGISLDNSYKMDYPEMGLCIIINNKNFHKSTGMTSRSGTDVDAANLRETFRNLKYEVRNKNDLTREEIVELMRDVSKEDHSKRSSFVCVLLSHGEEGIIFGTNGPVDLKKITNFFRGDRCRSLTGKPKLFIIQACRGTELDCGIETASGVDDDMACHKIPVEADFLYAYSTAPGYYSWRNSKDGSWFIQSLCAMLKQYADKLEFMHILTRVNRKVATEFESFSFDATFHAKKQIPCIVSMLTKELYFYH
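Compound: 8.5 µM single point, 0.8% DMSO / Material: Autoprocessing-dead procaspase-3 D3A mutant enzyme / Timing: 1 h preincubation plus 2 h reaction at 25 °C / Medium: Zinc-free HEPES/NaCl buffer with 0.01% Triton X-100 at pH 7.4 / Technique: 405 nm absorbance of p-nitroaniline, reads at 0 and 120 min / Repeats: one well per compound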
An asterisk follows results filed as active.

`COc1ccc(CCNC(=O)C2CC(=O)N(c3ccccc3)C2)cc1OC` (stereo unspecified) gave RPL19A TOR yeast 98, MEP2-GFP yeast 95, CIT2-GFP yeast 104, procasp7 counter -1, LAP4 TOR yeast 100, AHR act -1, AGP1 TOR yeast 100 and proCasp3 act -1.
For Cc1nn(C)cc1CN(C)C(=O)c1ccc(OC2CCN(Cc3ccccn3)CC2)cc1 the results were RPL19A TOR yeast 97, MEP2-GFP yeast 100, CIT2-GFP yeast 98, procasp7 counter 0, LAP4 TOR yeast 97, AHR act 0, AGP1 TOR yeast 100 and proCasp3 act -2.
`C[C@H]1O[C@H](O[C@H]2[C@H](O)[C@@H](O)[C@@H](O[C@H]3[C@H](O)[C@@H](O)C(O)O[C@@H]3CO)O[C@@H]2CO)[C@H](O)[C@@H](O)[C@@H]1N[C@H]1C=C(CO)[C@@H](O)[C@H](O)[C@H]1O` (stereo partly specified) gave RPL19A TOR yeast 100, MEP2-GFP yeast 97, CIT2-GFP yeast 100, procasp7 counter 9, LAP4 TOR yeast 104, AHR act -4, AGP1 TOR yeast 101 and proCasp3 act 3.
`Cc1cccn2c(=O)c3cc(C(=O)NCCc4ccccc4)c(=N)n(CC4CCCO4)c3nc12` (stereo unspecified) gave RPL19A TOR yeast 104, MEP2-GFP yeast 101, CIT2-GFP yeast 90, procasp7 counter -3, LAP4 TOR yeast 91, AHR act 0, AGP1 TOR yeast 93 and proCasp3 act -3.
CC(C)(C)NC(=O)CN1C(=O)/C(=C/c2ccccc2)SC1=S was read as RPL19A TOR yeast 98, MEP2-GFP yeast 106, CIT2-GFP yeast 98, procasp7 counter -3, LAP4 TOR yeast 100, AHR act 0, AGP1 TOR yeast 97 and proCasp3 act 1.
`O=C(O)COc1ccc2oc3ccccc3c2c1` gave RPL19A TOR yeast 104, MEP2-GFP yeast 105, CIT2-GFP yeast 101, procasp7 counter -2, LAP4 TOR yeast 98, AHR act 3, AGP1 TOR yeast 99 and proCasp3 act 4.
For COc1cccc(CN2CC(C(=O)NC3CCC(O)CC3)CCC2=O)c1 (stereo unspecified) the results were RPL19A TOR yeast 101, MEP2-GFP yeast 101, CIT2-GFP yeast 99, procasp7 counter -7, LAP4 TOR yeast 100, AHR act 0, AGP1 TOR yeast 101 and proCasp3 act -4.
CC1(C(=O)N/N=C/c2ccc([N+](=O)[O-])o2)CC1(Br)Br (stereo unspecified) was read as RPL19A TOR yeast 97, MEP2-GFP yeast 97, CIT2-GFP yeast 94, procasp7 counter -3, LAP4 TOR yeast 92, AHR act 2, AGP1 TOR yeast 97 and proCasp3 act 0.
`CC(C)CCNC(=O)C1CCN(S(=O)(=O)c2ccc3nc4c(c(C(=O)O)c3c2)CCCCC4)CC1` gave RPL19A TOR yeast 104, MEP2-GFP yeast 103, CIT2-GFP yeast 108, procasp7 counter 2, LAP4 TOR yeast 99, AHR act 1, AGP1 TOR yeast 99 and proCasp3 act 1.
CCCCOC(=O)c1cccc(NC(=O)CC)c1 was read as RPL19A TOR yeast 99, MEP2-GFP yeast 105, CIT2-GFP yeast 95, procasp7 counter 4, LAP4 TOR yeast 110, AHR act 2, AGP1 TOR yeast 98 and proCasp3 act 4.
For CN(c1ccccc1)S(=O)(=O)c1ccc2[nH]c(=O)[nH]c2c1 the results were RPL19A TOR yeast 102, MEP2-GFP yeast 102, CIT2-GFP yeast 101, procasp7 counter 5, LAP4 TOR yeast 95, AHR act -1, AGP1 TOR yeast 97 and proCasp3 act 6.
`COc1ccc(NC(=O)N2CCCC(c3nc(-c4ccc(OC)cc4)no3)C2)cc1` (stereo unspecified) gave RPL19A TOR yeast 101, MEP2-GFP yeast 100, CIT2-GFP yeast 99, procasp7 counter 21, LAP4 TOR yeast 100, AHR act 0, AGP1 TOR yeast 98 and proCasp3 act -5.
For CCCCCn1c(=O)[nH]c2cc(C(=O)NCCN3CCCCC3C)ccc2c1=O (stereo unspecified) the results were RPL19A TOR yeast 99, MEP2-GFP yeast 102, CIT2-GFP yeast 100, procasp7 counter -2, LAP4 TOR yeast 113, AHR act 1, AGP1 TOR yeast 105 and proCasp3 act 8.
Screening CC(=O)c1cc(-c2ccc(F)cc2)n(CCC(=O)Nc2cccc(C)n2)c1C returned RPL19A TOR yeast 95, MEP2-GFP yeast 90, CIT2-GFP yeast 90, procasp7 counter -1, LAP4 TOR yeast 80, AHR act 4, AGP1 TOR yeast 91 and proCasp3 act 12.
For COc1ccc(C=C2C=C(C(C)(C)C)C(=O)C(C(C)(C)C)=C2)cc1OC the results were RPL19A TOR yeast 105, MEP2-GFP yeast 117, CIT2-GFP yeast 94, procasp7 counter -6, LAP4 TOR yeast 113, AHR act 5, AGP1 TOR yeast 101 and proCasp3 act -9.
`O=C(Nc1nccs1)c1ccc(-c2ccc(F)cc2)o1` gave RPL19A TOR yeast 93, MEP2-GFP yeast 100, CIT2-GFP yeast 91, procasp7 counter -4, LAP4 TOR yeast 116, AHR act 4, AGP1 TOR yeast 96 and proCasp3 act 7.
`O=C1CN(C(=O)CSc2nc(-c3ccccc3)cs2)c2ccccc2N1` gave RPL19A TOR yeast 112, MEP2-GFP yeast 112, CIT2-GFP yeast 109, procasp7 counter 4, LAP4 TOR yeast 109, AHR act 58*, AGP1 TOR yeast 102 and proCasp3 act 0.
Screening CC(C)NC(=O)c1cc(-c2ccc(Br)cc2)on1 returned RPL19A TOR yeast 97, MEP2-GFP yeast 101, procasp7 counter -4, LAP4 TOR yeast 106, AHR act -5, AGP1 TOR yeast 94 and proCasp3 act 9.
`CC(C)c1ccc(NC(=O)c2ccccc2NC(=O)C2CC=CCC2C(=O)O)cc1` (stereo unspecified) gave RPL19A TOR yeast 109, MEP2-GFP yeast 102, CIT2-GFP yeast 95, LAP4 TOR yeast 69 and AGP1 TOR yeast 94.
COc1ccc2c(CC(=O)OCC(=O)Nc3cccc(C)c3)coc2c1 was read as RPL19A TOR yeast 101, MEP2-GFP yeast 103, CIT2-GFP yeast 103, procasp7 counter 11, LAP4 TOR yeast 105, AHR act -1, AGP1 TOR yeast 100 and proCasp3 act -3.

The closing two entries of the part above lead into the next:
`CC(C)c1ccc(NC(=O)c2ccccc2NC(=O)C2CC=CCC2C(=O)O)cc1` (stereo unspecified) gave RPL19A TOR yeast 109, MEP2-GFP yeast 102, CIT2-GFP yeast 95, LAP4 TOR yeast 69 and AGP1 TOR yeast 94.
COc1ccc2c(CC(=O)OCC(=O)Nc3cccc(C)c3)coc2c1 was read as RPL19A TOR yeast 101, MEP2-GFP yeast 103, CIT2-GFP yeast 103, procasp7 counter 11, LAP4 TOR yeast 105, AHR act -1, AGP1 TOR yeast 100 and proCasp3 act -3.
For CCOC(=O)C(NC(=O)c1ccccc1F)(Nc1cc(C)on1)C(F)(F)F (stereo unspecified) the results were RPL19A TOR yeast 102, MEP2-GFP yeast 103, CIT2-GFP yeast 103, procasp7 counter -5, LAP4 TOR yeast 83, AHR act -4, AGP1 TOR yeast 93 and proCasp3 act 6.
`Cc1c(Cc2ccccc2)c(=O)oc2c(C)c(OCC(=O)NCc3ccccn3)ccc12` gave RPL19A TOR yeast 100, MEP2-GFP yeast 94, CIT2-GFP yeast 96, procasp7 counter -11, LAP4 TOR yeast 102, AHR act 7, AGP1 TOR yeast 96 and proCasp3 act 11.
Screening CCN1C(=O)C(CC(=O)Nc2ccc(OC)cc2)N(Cc2ccco2)C1=S (stereo unspecified) returned RPL19A TOR yeast 98, MEP2-GFP yeast 93, CIT2-GFP yeast 94, procasp7 counter -1, LAP4 TOR yeast 83, AHR act 2, AGP1 TOR yeast 98 and proCasp3 act -1.
COCCNC(=O)c1sc2ncn(CC(=O)Nc3ccc(C)c(Cl)c3)c(=O)c2c1C was read as RPL19A TOR yeast 102, MEP2-GFP yeast 98, CIT2-GFP yeast 98, procasp7 counter -8, LAP4 TOR yeast 99, AHR act -2, AGP1 TOR yeast 99 and proCasp3 act -4.
For CCC(c1nnnn1C1CCCC1)N1CCN(C(=O)c2ccco2)CC1 (stereo unspecified) the results were RPL19A TOR yeast 114, MEP2-GFP yeast 118, CIT2-GFP yeast 117, procasp7 counter -9, LAP4 TOR yeast 110, AHR act 4, AGP1 TOR yeast 118 and proCasp3 act 2.
O=C(O)CC/C(=C\c1ccc(Cl)c([N+](=O)[O-])c1)c1nc2ccccc2s1 was read as RPL19A TOR yeast 103, MEP2-GFP yeast 66, CIT2-GFP yeast 74, procasp7 counter 7, LAP4 TOR yeast 101, AHR act 3, AGP1 TOR yeast 83 and proCasp3 act 1.
Screening CC(C)Oc1cccc(C(=O)C2CCCN(C(=O)c3ccoc3)C2)c1 (stereo unspecified) returned RPL19A TOR yeast 104, MEP2-GFP yeast 107, CIT2-GFP yeast 117, procasp7 counter 8, LAP4 TOR yeast 105, AHR act 5, AGP1 TOR yeast 110 and proCasp3 act 10.
`COc1cccc(NC(=O)CN2C(=O)NC3(CCCc4ccccc43)C2=O)c1` (stereo unspecified) gave RPL19A TOR yeast 95, MEP2-GFP yeast 95, CIT2-GFP yeast 86, procasp7 counter 1, LAP4 TOR yeast 100, AHR act 1, AGP1 TOR yeast 95 and proCasp3 act 3.
`c1cncc(CNc2ncnc3sccc23)c1` gave RPL19A TOR yeast 91, MEP2-GFP yeast 96, CIT2-GFP yeast 91, procasp7 counter 6, LAP4 TOR yeast 97, AHR act 3, AGP1 TOR yeast 96 and proCasp3 act 7.
CCCCCCCCC(=O)N1CCN(c2cc3c(cc2F)c(=O)c(C(=O)O)cn3CC)CC1 was read as RPL19A TOR yeast 108, MEP2-GFP yeast 95, CIT2-GFP yeast 101, procasp7 counter 9, LAP4 TOR yeast 89, AHR act -2, AGP1 TOR yeast 97 and proCasp3 act 6.
For COc1ccc(-c2[nH]ncc2CN(C)CCN2CCOCC2)cc1F the results were RPL19A TOR yeast 97, MEP2-GFP yeast 99, CIT2-GFP yeast 92, procasp7 counter -2, LAP4 TOR yeast 102, AHR act 1, AGP1 TOR yeast 97 and proCasp3 act 7.
COc1ccc(N2C(=O)c3ccccc3NC2c2ccccc2O)cc1 (stereo unspecified) was read as RPL19A TOR yeast 100, MEP2-GFP yeast 101, CIT2-GFP yeast 95, procasp7 counter 4, LAP4 TOR yeast 98, AHR act 0, AGP1 TOR yeast 95 and proCasp3 act -4.
CCOC(=O)/C(C#N)=C/c1ccc(OC(=O)c2ccccn2)cc1 was read as RPL19A TOR yeast 95, MEP2-GFP yeast 90, CIT2-GFP yeast 90, procasp7 counter -1, LAP4 TOR yeast 85, AHR act 1, AGP1 TOR yeast 84 and proCasp3 act -8.
`O=C(Cn1ccc(NC(=O)OCc2ccccc2)nc1=O)NCC1CCCO1` (stereo unspecified) gave RPL19A TOR yeast 100, MEP2-GFP yeast 102, CIT2-GFP yeast 93, procasp7 counter -1, LAP4 TOR yeast 102, AHR act -3, AGP1 TOR yeast 98 and proCasp3 act 5.
`NC(=O)CC(NC(=O)Cc1cccc2ccccc12)c1ccc(N2CCN(c3ccc(F)cc3)CC2)c([N+](=O)[O-])c1` (stereo unspecified) gave RPL19A TOR yeast 100, MEP2-GFP yeast 92, CIT2-GFP yeast 125, procasp7 counter -18, LAP4 TOR yeast 143, AHR act -5, AGP1 TOR yeast 93 and proCasp3 act -1.
For COc1cccc(CNS(=O)(=O)c2ccc(N3CCCC3=O)cc2)c1 the results were RPL19A TOR yeast 104, MEP2-GFP yeast 102, CIT2-GFP yeast 107, procasp7 counter 3, LAP4 TOR yeast 92, AHR act 3, AGP1 TOR yeast 104 and proCasp3 act -5.
